# Screening data deposited in PubChem BioAssay by several laboratories.
# KKLEB cytotox: cytotoxicity in KKLEB CF airway cells, primary screen, cytotoxicity control for CF NF-kB inhibitor project, cell-based, uHTS, fluorescence assay plates; KKLEB CF airway cells viability, ATPlite luminescence, overnight; stronger effect = lower value; cells stimulated with P. aeruginosa culture filtrate; activity change (cytotoxicity), % at 5 µM; 0.36% of 360,000 active; AID 602141, 2011;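 active = corrected activity change at or below -50% at 5 µM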
# TRPM1 prom inh: inhibitors of MITF-dependent TRPM1 promoter reporter, primary screen, cell-based, SK-MEL-5, single point, luciferase; 0.83% of 330,000 active; SK-MEL-5 TRPM1 promoter luciferase, 24 h; AID 488899, 2010; inhibition, % at 12.5 µM;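 active = mean inhibition across replicates of 60% or more, whatever share of single replicates reaches that level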; note: values of inactives mirror those of a sister screen read the other way
# HIF-2a inh: HIF-2a reporter inhibitors, primary screen, luminescence, 786-0 RCC cells; 786-0 RCC cells HIF-2a reporter, luciferase luminescence, overnight; 0.72% of 360,000 active; inhibition, % at 18.8 µM;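 active = inhibition of the luminescence signal of 40% or more relative to plate controls, in a single-dose primary screen at 18.75 µM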
# CF NFkB inh: inhibitors of PAF-induced NF-kB signaling, primary screen, cell-based, GFP fluorescence, uHTS; 0.86% of 360,000 active; KKLEB NF-kB-GFP reporter, GFP fluorescence overnight; AID 588850, 2011; inhibition, % at 5 µM;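 active = at least 50% inhibition at 5 µM, scaled per plate between neutral and stimulator controls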;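 note: PAF is a Pseudomonas aeruginosa culture filtrate used as stimulus; plate controls were PAF-stimulated DMSO wells for no effect and unstimulated DMSO wells for full effect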
# Shn3 inh set2: reduction of Shn3 3'UTR firefly luciferase signal, primary screen, Schnurri-3 inhibitor project, cell-based, Clone20 osteoblasts, set 2; AID 588674, 2011; inhibition, % at 12.5 µM; 0.52% of 360,000 active; Clone20 osteoblast Shn3 3'UTR firefly luciferase, 24 h;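 active = mean inhibition of at least 75% with every replicate also reaching 75%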;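 note: 0% = median of neutral control wells and 100% = pilot-screen positive control compound; some compounds past the cut are filed as inactive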
# LMP1 NFkB inh: EBV LMP1-driven NF-kappaB luciferase reporter inhibitors, primary screen, cell-based, luminescence, single point. 0.69% of 350,000 active. inhibition, % at 12.5 µM. LMP1-induced NF-kappaB luciferase reporter cells; in the data active = inhibition above about 41%;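 note: 0% = neutral control wells and 100% = reference inhibitor control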
# TRAIL sens C8: viability loss with TRAIL in NB7+C8 cells, primary screen, TRAIL sensitizer project, cell-based, ATPlite luminescence. inhibition (viability loss, TRAIL sensitization), % at 10 µM. 1% of 360,000 active. AID 624354, 2012;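 active = compounds causing at least 50% loss of cell viability in the single-dose screen, relative to plate controls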
# NR2E3 ag-1: inhibitors of NR2E3-RetCOR corepressor binding, primary screen, NR2E3 agonist project, biochemical, TR-FRET, GST-NR2E3, biotin-RetCOR; 0.12% of 320,000 active; 1536-well; AID 2300, 2010; inhibition of corepressor binding, % at 4.78 µM;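 active = percent inhibition above the cutoff of mean plus 3 SD of all tested compounds, set per screening campaign, cut at about 20% in these data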;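 note: 0% = DMSO wells and 100% = biotin wells as full block of FRET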
# Target sequence (Q9Y5X4 whole entry, looked up): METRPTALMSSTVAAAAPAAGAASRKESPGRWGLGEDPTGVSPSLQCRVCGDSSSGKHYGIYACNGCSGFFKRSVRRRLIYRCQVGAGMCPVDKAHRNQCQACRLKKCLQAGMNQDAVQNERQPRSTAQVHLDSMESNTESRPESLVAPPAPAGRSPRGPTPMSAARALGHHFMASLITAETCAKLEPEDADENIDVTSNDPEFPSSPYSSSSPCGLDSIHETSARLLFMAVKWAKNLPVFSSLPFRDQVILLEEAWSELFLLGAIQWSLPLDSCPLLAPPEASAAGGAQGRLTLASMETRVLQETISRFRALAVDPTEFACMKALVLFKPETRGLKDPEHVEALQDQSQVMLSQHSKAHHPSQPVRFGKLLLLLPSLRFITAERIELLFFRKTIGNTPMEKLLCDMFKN
#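 Material: NR2E3–RetCOR corepressor complex / Incubation: Compound–protein incubation for 5 h at 4 °C / Dosing: compound at 4.8 µM, single dose / Detection: time-resolved FRET / Benchmarks: high control biotin, low control 0.6% DMSO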
# iPSC survival up: enhancers of single-cell hiPSC survival, primary screen, ATPlite luminescence | 100% = ROCK inhibitor wells, 0% = DMSO | survival enhancement, % at 20 µM | 0.044% of 360,000 active; in the data active = survival enhancement above about 18%;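 note: cells exposed to compounds for 16 hours before the ATP read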
# Peg3 promoter: Peg3 promoter-driven luciferase inhibitors, primary screen, cell-based, HeLa, luciferase luminescence; 1.7% of 360,000 active; HeLa PEG-Prom luciferase reporter, overnight; inhibition, % at 20 µM;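 active = inhibition of at least 50% at 20 µM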
# NR2E3 ag-2: NR2E3 agonists in two-hybrid cells, primary screen, cell-based, luminescence, CHO-S, Gal4-NCOR/VP16-NR2E3; luciferase; 0.35% of 360,000 active; AID 602229, 2012; Photoreceptor-specific nuclear receptor (Homo sapiens), Q9Y5X4; inhibition of corepressor binding, % at 3.98 µM;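 active = inhibition above the mean of all tested compounds plus 3 SD, cut at about 70% in these data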;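 note: 0% = DMSO with NR2E3 transfected cells and 100% = cells lacking NR2E3 construct; higher means lower luciferase signal from less NR2E3 corepressor binding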
# * = called active by the depositor; x = not tested or not shown. Some of the compounds tested; rates above refer to the full screens.
SMILES,KKLEB cytotox,TRPM1 prom inh,HIF-2a inh,CF NFkB inh,Shn3 inh set2,LMP1 NFkB inh,TRAIL sens C8,NR2E3 ag-1,iPSC survival up,Peg3 promoter,NR2E3 ag-2
Cc1csc(NC(=O)CSc2nnc(-c3ccccn3)n2-c2ccc(C)c(C)c2)n1,-3,-6,6,0,-28,-4,-16,2,-2.1,10,-11
Cc1ccc2c(c1)c1c3n2CCN(C(=O)Cn2c(-c4ccccc4)noc2=O)C3CCC1 (stereo unspecified),9,11,2,3,6,9,10,2,-1.7,25,-7
CCC(c1nnnn1CCOC)N1CCN(c2nc3ccccc3s2)CC1 (stereo unspecified),-10,8,-4,-14,-2,-11,1,5,1.0,11,-34
CCOC(=O)N1CCN(C(=O)c2cccc(S(=O)(=O)Nc3ccc(F)cc3)c2)CC1,6,4,20,5,-9,7,12,x,0.0,1,-3
O=C1CSC(c2ccccc2[N+](=O)[O-])N1c1ccccc1 (stereo unspecified),0,4,5,6,6,4,2,2,-0.6,-26,-1
COc1cc(F)ccc1S(=O)(=O)N1CCN(c2ccccc2)CC1,4,5,8,-6,-4,19,3,4,-0.4,4,8
S=C(Nc1ccc(Oc2ccccc2)cc1)N(CCCN1CCOCC1)Cc1ccccn1,-5,-6,1,26,-5,3,8,-2,-0.4,9,18
CC(=O)Nc1ccccc1C(=O)C(=O)Nc1ccc(Cl)cc1,6,-16,-347,-7,-7,-38,3,1,0.6,-137,-71
N/C(=N\OC(=O)Oc1ccccc1)c1ccc([N+](=O)[O-])cc1,-2,1,-2,14,-13,-4,1,1,0.1,-3,-9
CCCn1c(SCC(=O)NC2CCCC2)nnc1C(C)C,-8,4,10,-16,4,-4,2,-3,-0.1,7,-33
COc1ccc(-n2c(C)c([N+](=O)[O-])c3ccc(O)c(CN(C)C)c32)cc1,-23,-13,15,79*,4,70*,25,0,0.0,33,-34
COc1ccc(-n2cccc2/C=C2/NC(=O)N(c3cccc(Cl)c3)C2=O)cc1,3,-18,-77,3,-12,-14,3,-1,-1.1,-63,-28
COC(=O)c1scc(C)c1NC(=O)c1ccc(Cl)cc1,-6,1,22,-7,-10,1,-9,0,0.3,5,-6
COc1ccc2c(CC(=O)Nc3ccc4nc(N5CCOCC5)sc4c3)coc2c1,7,x,-74,-7,8,2,-21,x,-1.7,-32,-59
Brc1c(-c2ccccc2)nc2n1Cc1ccccc1-2,-14,-57,-324,-6,-162,-62,16,1,-0.3,-278,-133
CCCc1ccc(C(=O)NNC(=O)c2ccc(Cl)cc2)cc1,-5,-11,-24,-3,-23,-6,-3,-3,-0.9,-14,3
COc1cc(/C=N/NC(=O)/C(=C\c2ccc([N+](=O)[O-])cc2)NC(=O)c2ccccc2)cc(OC)c1O,0,-3,6,11,7,2,-6,-3,1.5,3,-11
CCCCC(O)(CCCC)C(=O)NN(C(=O)CCl)c1ccccc1,-44,24,34,42,10,2,83*,2,-2.9,33,14
CC1CC(C)CN(CC(=O)NCCc2ccc(S(N)(=O)=O)cc2)C1 (stereo unspecified),2,11,17,-7,1,0,-5,4,-0.2,10,-3
COc1ccc(-c2noc(-c3ccco3)n2)cc1OC,1,-74,-248,12,-53,-23,10,-1,-3.3,-293,-163
Cc1ccc(C(=O)COC(=O)c2ccc(Br)o2)cc1C,1,-18,-10,-2,-21,8,-3,3,1.6,-68,-24
COCc1cc(CN(C)C(=O)c2oc3c(F)cccc3c2C)[nH]n1,8,-32,-53,2,-12,-6,-8,-1,0.4,-28,-4
CC(=O)Nc1ccc(NC(=O)c2ccc(Cn3cc(Cl)cn3)cc2)cc1,9,1,15,19,12,7,-1,1,1.2,7,-4
Cc1ccc(C2=NN(C(=O)CCC(=O)O)C(c3cccs3)C2)cc1 (stereo unspecified),0,-6,0,5,-3,-6,-1,0,0.4,4,-18
COc1ccc(-n2ncc3c(NCCN4CCOCC4)ncnc32)cc1,3,-33,-97,-7,-3,-13,0,2,0.7,-159,-20
Cc1ccccc1NC(=O)COc1ccc(Br)cc1C,5,-4,-204,-21,-37,1,-1,1,0.1,-71,-24
CCC(C)NC(=O)CNC(=O)c1nn(-c2ccc(OC)cc2)c(=O)c2ccccc12 (stereo unspecified),16,0,9,-28,3,4,-9,1,0.8,-8,-23
CC(C)c1ccc(NC2CCCN(C(=O)C3=NN(C)C(=O)CC3)C2)cc1 (stereo unspecified),0,7,-8,4,-7,-6,-4,2,-0.3,-2,-23
Cc1ccc(NCC(=O)N/N=C\c2cccc(O)c2)cc1,20,-1,-16,1,-15,-8,-15,2,-1.0,-14,-19
CC(=O)NC1CCC(OC(=O)Nc2ccccc2)CC1 (stereo unspecified),3,-40,-134,-8,-33,-3,-6,x,1.0,-94,-51
COC(=O)/C=C\C(C#N)(C#N)N=Cc1ccc(OC)cc1,-13,3,-12,9,4,0,13,x,-2.2,105*,19
C/C(CC(=O)Nc1ccc(Cl)cc1Cl)=N\NC(=O)c1ccco1,2,-2,0,16,2,1,-6,0,-0.4,-10,-89
CCc1ccccc1NS(=O)(=O)c1cc2c(cc1C)n(C)c(=O)c(=O)n2C,2,-9,0,7,26,4,18,-3,0.6,-5,-16
Cc1cc(C(C)(C)C)oc1C(=O)OCC(=O)NC1CCCCC1,-2,-2,10,-13,5,3,7,-3,0.7,16,-2
CN1CCC[C@@H]1CCNC(=O)c1cccc2c1C(=O)c1ccc(N3CCCC3)cc1S2(=O)=O,2,-1,-49,-12,19,-6,7,x,-3.2,-71,2
Cc1ccc(NC(=O)CN2C(=O)NC(C)(C3CC3)C2=O)cc1S(=O)(=O)N1CCCCC1 (stereo unspecified),3,-3,5,20,11,-4,1,-1,-1.6,6,4
O=C(Nc1ccc(-c2nnn(CC(=O)N3CCN(C(=O)c4ccco4)CC3)n2)cc1)c1ccc(F)cc1,-2,2,2,-7,4,5,16,0,-0.8,-8,20
CCOC(=O)c1ccccc1NC(=O)c1cccs1,2,-2,2,-21,16,3,-6,3,0.1,9,-25
COc1ccccc1NC(=O)CCCCC(=O)Nc1ccccc1OC,-5,2,16,-10,-3,0,-22,0,-0.6,16,13
COc1ccc(CN2CCNC(=O)C2CC(=O)NC2CCOCC2)cc1C (stereo unspecified),-15,-1,7,15,8,-15,0,x,0.4,10,-37

# Random excerpt: five entries already listed
SMILES,KKLEB cytotox,TRPM1 prom inh,HIF-2a inh,CF NFkB inh,Shn3 inh set2,LMP1 NFkB inh,TRAIL sens C8,NR2E3 ag-1,iPSC survival up,Peg3 promoter,NR2E3 ag-2
COCc1cc(CN(C)C(=O)c2oc3c(F)cccc3c2C)[nH]n1,8,-32,-53,2,-12,-6,-8,-1,0.4,-28,-4
COc1ccc(CN2CCNC(=O)C2CC(=O)NC2CCOCC2)cc1C (stereo unspecified),-15,-1,7,15,8,-15,0,x,0.4,10,-37
COc1ccc(-n2ncc3c(NCCN4CCOCC4)ncnc32)cc1,3,-33,-97,-7,-3,-13,0,2,0.7,-159,-20
Cc1ccc(NC(=O)CN2C(=O)NC(C)(C3CC3)C2=O)cc1S(=O)(=O)N1CCCCC1 (stereo unspecified),3,-3,5,20,11,-4,1,-1,-1.6,6,4
CC(=O)NC1CCC(OC(=O)Nc2ccccc2)CC1 (stereo unspecified),3,-40,-134,-8,-33,-3,-6,x,1.0,-94,-51

# The list goes on:
SMILES,KKLEB cytotox,TRPM1 prom inh,HIF-2a inh,CF NFkB inh,Shn3 inh set2,LMP1 NFkB inh,TRAIL sens C8,NR2E3 ag-1,iPSC survival up,Peg3 promoter,NR2E3 ag-2
NC(=O)c1ccccc1N/C=C/C(=O)c1ccccc1,-22,2,-137,3,-25,17,57*,0,-3.6,-205,-130
COc1ccc(NC(=O)CN2C(=O)NC(C)(c3ccccc3)C2=O)cn1 (stereo unspecified),5,x,3,-9,-48,5,-15,x,-1.5,2,-22
CCc1ccccc1S(=O)(=O)Cc1ccc(C(=O)NCc2cccs2)o1,8,5,12,-10,3,8,7,2,-1.7,18,7
CCN(CCCNC(=O)CNC(=O)c1nn(-c2ccc(OC)c(OC)c2)c(=O)c2ccccc12)c1ccccc1,-3,16,20,12,-5,2,-22,-1,0.0,29,5
O=C(Cc1cccs1)Nc1nnc(COc2ccccc2)s1,-11,-15,-8,10,-13,-3,0,1,1.3,2,4
COc1ccc(CNC(=S)N/N=C/c2ccc(O)c(OC)c2)cc1,-1,-4,-16,8,-7,-7,2,1,1.3,-29,5
Cc1cccc(NS(=O)(=O)c2cn(C)c(=O)n(C)c2=O)c1C,4,x,9,-3,6,5,-3,-2,-0.3,-2,-19
Cc1cc(C(=O)NCc2cc(C(=O)O)co2)co1,-2,2,6,18,-1,-5,-5,2,0.2,5,-9
CN(CCc1cn[nH]c1)C(=O)C1CCC(=O)N(CC2CCCCC2)C1 (stereo unspecified),4,5,11,0,0,-11,5,x,0.0,22,-26

# Arranged by value in CF NFkB inh (smallest number first): 4 of the compounds above
Compound,TRPM1 prom inh,HIF-2a inh,CF NFkB inh,Shn3 inh set2,LMP1 NFkB inh,NR2E3 ag-1,Peg3 promoter,NR2E3 ag-2
Cc1cccc(NS(=O)(=O)c2cn(C)c(=O)n(C)c2=O)c1C,x,9,-3,6,5,-2,-2,-19
CN(CCc1cn[nH]c1)C(=O)C1CCC(=O)N(CC2CCCCC2)C1 (stereo unspecified),5,11,0,0,-11,x,22,-26
COc1ccc(CNC(=S)N/N=C/c2ccc(O)c(OC)c2)cc1,-4,-16,8,-7,-7,1,-29,5
CCN(CCCNC(=O)CNC(=O)c1nn(-c2ccc(OC)c(OC)c2)c(=O)c2ccccc12)c1ccccc1,16,20,12,-5,2,-1,29,5
